Source: PubChem BioAssay
sPLA2-III inh: Blocks human group III sPLA2 activity. Q9NZ20. QFRET BODIPY PC-A2 liposome hydrolysis, fluorescence. inhibition, % at 12.2 µM. actives 0.56% (n = 370,000). AID 743126;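 active = inhibition above mean plus 3 SD of compounds lying within the high and low control bounds, cut at about 19% in these data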;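 also: 0% = median of test compound wells and 100% = no enzyme DMSO wells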
DAX1 inh-1: DAX1 (NR0B1) inhibition, primary screen; HEK293T StAR-luciferase reporter, SF-1/DAX-1 repression relief; inhibition, % at 6.8 µM; AID 652010; actives 1.1% (n = 370,000);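 active = inhibition above the mean over all tested compounds plus 3 SD, cut at about 3.6% in these data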;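 also: 0% = DAX-1 cells with DMSO and 100% = cells lacking DAX-1 with DMSO; higher inhibition means more luminescence from relief of DAX-1 repression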
ssDAF-12 act: activators of S. stercoralis DAF-12 nuclear receptor | activation, % at 6.8 µM | AID 652126 | actives 1% (n = 370,000) | HEK293 ssDAF-12/GRIP1 lit1-tk-luc reporter, luminescence; % of 3 µM dafachronic acid response;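 active = activation above the mean over all tested compounds plus 3 SD, cut at about 0.9% in these data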;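 also: 0% = DMSO-only wells and 100% = 3 µM delta7-dafachronic acid wells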
hcDAF12 agonist: H. contortus DAF-12 activation, primary screen. activation, % at 6.8 µM. HEK293 hcDAF-12 lit1-tk-luc reporter, luminescence; 0% DMSO, 100% Δ7-dafachronic acid. actives 1.4% (n = 370,000);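 active = activation above the mean of all tested compounds plus 3 SD, cut at about 5.5% in these data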;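 also: 100% = response to 3 µM Δ7-dafachronic acid high control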
FXN GAA850 act: activators of GAA850 frataxin (FXN) promoter. HEK293 lucGAA850 FXN promoter luciferase reporter, 24 h; percent of 10 µM SAHA response. activation, % at 6 µM. actives 0.56% (n = 360,000). AID 540364;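 active = activation above the average of all compounds screened plus 3 SD, cutoff fixed separately per campaign, cut at about 7.5% in these data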;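 also: 0% = DMSO wells and 100% = 10 µM SAHA wells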
PLC-beta3 inh: PLC-beta3 (human) inhibition, primary screen; Q01970; Purified PLC-beta3, fluorogenic substrate, fluorescence; inhibition, % at 12.2 µM; actives 0.18% (n = 370,000); in the data active = inhibition above about 11%;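 also: 0% = median of compound wells on plate and 100% = full blocker control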
Target sequence (Q01970 whole entry, looked up): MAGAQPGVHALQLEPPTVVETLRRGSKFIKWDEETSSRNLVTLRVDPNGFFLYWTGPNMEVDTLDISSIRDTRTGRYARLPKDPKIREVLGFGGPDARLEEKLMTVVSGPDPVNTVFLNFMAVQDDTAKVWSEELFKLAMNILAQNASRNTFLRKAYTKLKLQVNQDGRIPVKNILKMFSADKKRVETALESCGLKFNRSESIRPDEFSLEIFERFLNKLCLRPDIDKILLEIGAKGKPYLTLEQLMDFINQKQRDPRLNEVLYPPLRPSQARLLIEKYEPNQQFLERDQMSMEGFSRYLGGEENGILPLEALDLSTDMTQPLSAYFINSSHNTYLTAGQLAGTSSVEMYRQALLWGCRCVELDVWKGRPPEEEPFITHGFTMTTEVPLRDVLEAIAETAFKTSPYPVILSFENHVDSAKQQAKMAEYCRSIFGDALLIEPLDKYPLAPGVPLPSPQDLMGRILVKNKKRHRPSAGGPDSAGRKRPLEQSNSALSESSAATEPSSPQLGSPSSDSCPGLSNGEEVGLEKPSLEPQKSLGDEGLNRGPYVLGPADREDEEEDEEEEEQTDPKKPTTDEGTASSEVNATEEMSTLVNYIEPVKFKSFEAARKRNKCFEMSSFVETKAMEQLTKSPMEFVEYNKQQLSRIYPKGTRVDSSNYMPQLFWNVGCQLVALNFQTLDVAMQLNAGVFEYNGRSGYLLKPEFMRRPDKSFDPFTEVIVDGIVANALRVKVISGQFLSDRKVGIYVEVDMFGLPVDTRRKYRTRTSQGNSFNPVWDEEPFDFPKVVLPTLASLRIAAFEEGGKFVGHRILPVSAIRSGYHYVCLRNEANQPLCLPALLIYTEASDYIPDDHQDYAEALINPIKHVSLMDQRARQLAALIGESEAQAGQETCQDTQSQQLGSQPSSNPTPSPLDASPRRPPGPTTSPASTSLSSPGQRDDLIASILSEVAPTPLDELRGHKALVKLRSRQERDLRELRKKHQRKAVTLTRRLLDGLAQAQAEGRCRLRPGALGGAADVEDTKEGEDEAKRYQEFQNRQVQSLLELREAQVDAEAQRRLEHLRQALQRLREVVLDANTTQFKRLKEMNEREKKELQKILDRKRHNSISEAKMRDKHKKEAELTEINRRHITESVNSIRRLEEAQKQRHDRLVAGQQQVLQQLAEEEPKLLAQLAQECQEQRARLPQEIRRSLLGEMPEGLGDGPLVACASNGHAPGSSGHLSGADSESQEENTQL
DAX1 inh-2: inhibitors of human orphan nuclear receptor DAX1 (NR0B1) | HEK293 Gal4-DAX1 luciferase reporter, luminescence | inhibition, % at 6.75 µM | actives 0.99% (n = 340,000) | AID 504766;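 active = inhibition above the mean over all tested compounds plus 3 SD, cut at about 4.2% in these data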;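 also: 0% = DAX1-transfected cells with DMSO and 100% = empty-vector control cells with DMSO; inhibition shows as a rise in luminescence from relieved DAX1 repression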
hgDAF12 agonist: activates the H. glycines DAF-12 receptor ligand-binding domain | HEK293 GAL4-hgDAF12 UAS-luciferase reporter, agonist luminescence; normalized to butyrate control | activation, % at 6.8 µM | actives 1.8% (n = 370,000) | AID 687014;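 active = activation above a cutoff set at the mean of all screened compounds plus 3 SD, cut at about 10% in these data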;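 also: 0% = DMSO wells and 100% = sodium butyrate wells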
SMARCA2 act: increases SMARCA2 function in MMTV reporter cells; AID 652017; MG213 cells, MMTV-luciferase reporter, dexamethasone, overnight; actives 1% (n = 370,000); activation, % at 9.1 µM; in the data active = activation above about 7.8%;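 also: 0% = vehicle wells and 100% = reference activator wells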
PG9 binder: small molecules binding HIV-1 gp120 antibody PG9; inhibition, % at 6.7 µM; actives 0.43% (n = 360,000); TR-FRET gp120-PG9 antibody binding; in the data active = inhibition above about 8.5%
Rev-erbA mod: modulators of human Rev-erb alpha DNA binding. P20393. Rev-erbα–FITC-DNA binding, fluorescence polarization, 90 min. activity, % at 10 µM. actives 0.79% (n = 370,000). AID 1259318;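 active = activity above about 14%, limit read from the data; passing the limit was not always enough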;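 also: 0% = DMSO wells with 35 nM protein and 100% = DMSO wells with 750 nM protein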
Numbers without * were called inactive; i = inactive; nt = no result given.

SMILES	sPLA2-III inh	DAX1 inh-1	ssDAF-12 act	hcDAF12 agonist	FXN GAA850 act	PLC-beta3 inh	DAX1 inh-2	hgDAF12 agonist	SMARCA2 act	PG9 binder	Rev-erbA mod
CCCCN(C(=O)c1cccs1)c1c(N)n(Cc2ccccc2)c(=O)[nH]c1=O	4	0.2	-1.2	-0.6	1.6	6	0.3	0.1	-3	0.0	0
O=C(CSc1ncn[nH]1)Nc1ccccc1-c1ccccc1	-17	-0.7	-0.9	1.0	1.6	0	-0.3	-0.1	-2	-0.6	-4
CCC(=O)c1ccc(OCC(=O)NC2(C#N)CCCCC2)cc1	-2	0.6	-2.1	-0.1	0.2	-2	-0.1	-3.5	-1	1.7	7
COC(=O)c1cc(C(C)=O)n2ccccc12	9	0.1	-1.2	-2.2	0.1	-1	1.1	1.9	-1	-0.7	0
O=C(Nc1ccc(O)cc1)c1ccc2c(c1)C(=O)N(Cc1cccnc1)C2=O	7	1.1	-1.1	-2.2	-1.7	-8	0.4	1.6	-3	-0.3	0
Cc1ccc(OCC(=O)N/N=C/c2ccc3c(c2)OCO3)cc1C	-8	0.3	-0.8	-2.1	1.2	-6	0.1	0.8	-1	-0.4	-2
COc1cccc(C(=O)NCC(=O)N/N=C/c2cccnc2)c1	6	-0.1	-0.9	-1.4	0.6	-12	0.5	0.3	0	-1.0	-6
COCCN(C(=O)CSc1nnc(Nc2ccc(C)cc2)s1)c1c(N)n(CC(C)C)c(=O)[nH]c1=O	7	0.2	-1.6	-1.4	-1.3	-4	-0.5	-0.8	-3	1.4	-10
COc1ccc(C2C3=C(CC(C)(C)CC3=O)Nc3cc4c(cc32)OCO4)cc1 (centres undefined)	-1	-0.7	-1.0	-0.8	0.1	i	-0.7	-1.9	-1	0.0	1
Cc1ccc(/C(N)=N/OC(=O)c2cccc(F)c2)cc1	3	0.9	-0.3	3.7	4.2	0	0.5	8.5	0	0.8	9
CC(=O)Nc1ccc(C(=O)NN2C(=O)NC3(CCCCC3)C2=O)cc1	4	-0.5	-0.7	-1.0	2.1	-3	1.2	-0.1	2	0.0	0
COc1ccc(-n2nc(C(=O)NCC(=O)NC3CCCCC3)c3ccccc3c2=O)c(OC)c1	3	-0.1	-1.2	-1.2	0.4	-6	0.0	-2.0	2	-3.4	1

5 compounds from above, reduced to SMARCA2 act.
Molecule,SMARCA2 act
COc1cccc(C(=O)NCC(=O)N/N=C/c2cccnc2)c1,0
CCCCN(C(=O)c1cccs1)c1c(N)n(Cc2ccccc2)c(=O)[nH]c1=O,-3
COc1ccc(-n2nc(C(=O)NCC(=O)NC3CCCCC3)c3ccccc3c2=O)c(OC)c1,2
CC(=O)Nc1ccc(C(=O)NN2C(=O)NC3(CCCCC3)C2=O)cc1,2
COc1ccc(C2C3=C(CC(C)(C)CC3=O)Nc3cc4c(cc32)OCO4)cc1 (centres undefined),-1

The listing continues:
SMILES	sPLA2-III inh	DAX1 inh-1	ssDAF-12 act	hcDAF12 agonist	FXN GAA850 act	PLC-beta3 inh	DAX1 inh-2	hgDAF12 agonist	SMARCA2 act	PG9 binder	Rev-erbA mod
N/N=C(\c1ccccc1)c1cc(Br)ccc1N	4	-0.5	-1.1	0.6	2.9	-4	-0.2	2.5	3	-1.9	-6
O=C(Nc1ccccc1)c1ccc(S(=O)(=O)NCc2ccco2)cc1	-4	-0.3	-1.2	-0.3	1.0	7	-0.5	-2.7	-1	0.5	-6
Cc1cc(CN2C(=O)c3ccccc3C2=O)no1	8	-0.7	-1.1	1.0	-2.9	3	3.3	3.5	-3	0.9	1
COCCOC(=O)c1sc2nc[nH]c(=O)c2c1C	-3	-0.5	-0.4	0.4	-0.5	-15	1.6	-3.5	4	-2.5	2
S=c1[nH]nc(Cc2cccc3ccccc23)o1	24*	-0.5	-0.5	1.0	-0.5	-6	-0.9	-1.2	-1	0.2	-1
Cc1ccc(NC(=O)C(=O)NCC2CCCN2S(=O)(=O)c2cccs2)cc1 (centres undefined)	1	-1.8	-0.7	-1.8	1.4	-9	-1.4	-0.7	2	1.6	-2
Cc1nonc1NC(=O)CSc1nnnn1-c1ccccc1	-7	-0.3	-1.6	0.2	1.7	-3	-0.5	-0.1	2	-3.2	0
O=C(NCc1ccccc1)C1=C[C@H](c2ccc(Br)cc2)C[C@H](OCCCCO)O1	-1	-0.5	-1.6	-0.5	-0.3	-7	0.2	0.1	1	-0.8	2
O=C(CSc1nc2cc(Cl)ccc2s1)N1CCCc2ccccc21	-17	-0.8	-0.8	-2.8	1.9	-3	2.3	-0.3	6	-3.1	4
CC(C)CC(=O)NCCCN1CCN(CCCNC(=O)CC(C)C)CC1	-1	-0.3	-1.4	-0.8	3.0	-1	-1.6	0.0	-4	0.5	6
COc1cc(OC)c(C(=O)OCC(=O)NC2CCCCCCC2)cc1OC	10	-1.3	-1.6	-1.3	0.4	0	-0.1	-2.7	-5	1.3	1
C#CC(C)(C)NC(=O)c1sccc1Oc1ccc(F)cc1[N+](=O)[O-]	-1	-0.4	-1.1	-0.9	1.8	0	0.8	-2.5	-3	1.4	-2
C[C@H](CO)N1C[C@H](C)[C@@H](CN(C)C(=O)C2CCOCC2)Oc2ncc(Br)cc2C1=O	5	-0.4	-1.1	-0.2	-0.9	2	2.5	0.7	4	-1.5	-3
Cc1nn2c(SCC(=O)c3cccs3)cc(C(C)(C)C)nc2c1-c1ccccc1	-2	0.0	-0.6	0.7	1.4	-1	-0.3	3.0	1	0.3	4
CC(C)N1CCc2c(sc(NC(=O)C3CCCCC3)c2C(N)=O)C1	-4	0.1	-0.8	1.5	-0.2	-16	-0.5	0.9	-3	1.7	-2
CCOc1ccc(-n2c(=S)sc3c(=O)[nH]c(SCC(=O)NCC4CCCO4)nc32)cc1 (centres undefined)	-3	-0.1	-2.0	-0.4	2.6	0	-1.0	1.0	2	-1.9	6
COc1ccc(CCNS(=O)(=O)c2ccc(-n3cnnn3)c(OC)c2)cc1OC	1	0.1	-0.9	-0.8	1.2	-8	0.7	-1.9	2	4.2	0
Cc1[nH]n(-c2ccc(Br)cc2)c(=O)c1/C=N/NC(=O)c1ccccc1	-3	-0.1	0.0	1.8	0.1	-12	1.1	6.4	5	-2.9	1
CN1C2CCC1CC(NC(=O)CSc1ccc(C(C)(C)C)cc1)C2 (centres undefined)	-21	0.6	-1.6	0.1	0.7	-3	-0.2	-0.1	-4	-2.1	-3
COc1ccc(CCNC(=O)COC(=O)c2cc(S(=O)(=O)NCc3ccccc3)ccc2O)cc1OC	-13	-0.5	-1.9	-1.1	0.2	-11	1.6	-1.4	-2	-3.3	-5
Cc1cc(NC(=O)Cc2cc(F)cc(F)c2)no1	1	-0.5	-1.1	0.4	-0.9	-3	0.8	1.0	-2	-2.6	-1
COCCNC(=O)C1(C)CCCN(CCC(=O)c2ccc(Br)cc2)C1 (centres undefined)	5	0.8	-0.6	0.7	0.7	0	nt	-0.9	-4	-0.8	0
Cc1cccc(Cn2c(N(C)CCO)nc3c2c(=O)[nH]c(=O)n3C)c1	-4	1.1	-1.6	-1.7	-2.2	1	2.8	3.6	-1	-0.6	2
Cc1cccc(NC(=O)c2ncn3c2C(=O)NC[C@@H]3C)c1	-3	-2.2	-1.4	-2.7	0.2	4	2.0	0.1	-1	-0.2	-3
Cn1c(-c2ccccc2)c(C#Cc2ccc(N)cc2)c2ccccc21	18	-0.3	-1.1	-0.3	3.2	-347	-0.3	-1.8	0	0.9	-8
Cc1ccc(C2c3c(-c4ccccc4)n[nH]c3C(=O)N2c2ccccc2)cc1 (centres undefined)	-6	-0.5	-1.2	-1.7	nt	3	nt	-0.6	-4	-0.2	3
CN1CCC(OC(=O)COc2ccc(Cl)cc2Cl)CC1	-1	-0.6	-0.6	-1.0	1.5	0	-0.7	1.1	-4	1.7	-1
CC(=NNC(=S)Nc1ccccc1)c1ccccn1	21*	-6.3	-1.5	-1.7	1.4	6	-4.4	-6.1	2	-2.5	-3
COc1cc(C2C(C#N)=C(N)Oc3n[nH]c(-c4ccccn4)c32)cc(OC)c1OC (centres undefined)	-9	-0.3	-0.9	-1.1	-0.6	-6	0.1	2.7	-1	-0.5	5
c1ccc(Sc2ccccn2)cc1	13	-0.3	-0.1	1.1	-0.2	-8	nt	-2.4	-2	2.4	-1
COC(=O)c1c(N)sc2c1CC(C)(C)OC2	12	0.6	-1.9	-1.4	3.2	1	0.7	0.7	-4	-2.5	-2
CCc1nnc(NC(=O)CSc2nnc(-c3ccoc3C)n2CC(C)C)s1	-6	0.9	-0.6	-1.6	0.1	-2	1.7	-2.4	-5	0.1	-2
CCOc1ccc(-n2c(SCC(=O)N3CCC(C(=O)O)CC3)nc3ccccc3c2=O)cc1	2	-0.3	-0.9	0.0	-0.9	-4	1.9	0.4	-3	-2.0	-6
N#Cc1ccc(OCC(=O)NCCN2CCOCC2)cc1	-1	0.9	-1.2	-0.1	0.8	-4	0.6	4.0	-2	-0.7	0
CC(C)(C)c1ccc(OC2=CS(=O)(=O)c3ccccc32)cc1	-7	-0.9	-1.2	-0.3	3.8	-3	2.3	3.8	0	1.3	-1
COc1ccc(CN(CC2CCC(C(=O)O)CC2)C(=S)Nc2cccc(C)c2)cc1 (centres undefined)	0	0.0	-1.3	-1.4	-1.3	-1	1.1	-0.6	-3	1.3	1

Two entries from above, reformatted.
SMILES,sPLA2-III inh,DAX1 inh-1,ssDAF-12 act,hcDAF12 agonist,FXN GAA850 act,PLC-beta3 inh,DAX1 inh-2,hgDAF12 agonist,SMARCA2 act,PG9 binder,Rev-erbA mod
Cc1ccc(C2c3c(-c4ccccc4)n[nH]c3C(=O)N2c2ccccc2)cc1 (centres undefined),-6,-0.5,-1.2,-1.7,nt,3,nt,-0.6,-4,-0.2,3
CN1CCC(OC(=O)COc2ccc(Cl)cc2Cl)CC1,-1,-0.6,-0.6,-1.0,1.5,0,-0.7,1.1,-4,1.7,-1

Continuation:
SMILES	sPLA2-III inh	DAX1 inh-1	ssDAF-12 act	hcDAF12 agonist	FXN GAA850 act	PLC-beta3 inh	DAX1 inh-2	hgDAF12 agonist	SMARCA2 act	PG9 binder	Rev-erbA mod
CCOC(=O)C1(C)CCCN1C(=O)c1cncc(Br)c1 (centres undefined)	0	-0.7	-0.8	2.3	-0.5	4	nt	3.4	1	-1.4	4
CC(NC(=O)COc1ccc(/C=N/NS(=O)(=O)c2ccccc2)cc1)c1ccccc1 (centres undefined)	-18	-0.1	-1.3	-1.2	-1.2	-1	-0.4	1.3	2	-1.3	6
O=C(Nc1ccc2c(c1)OCO2)C1CC(=O)N(c2ccccc2)C1 (centres undefined)	7	-0.1	-1.4	-0.3	0.5	-8	-1.5	0.1	-2	-2.0	-3
CCC(=O)OC1CSc2nc3ccccc3n2C1 (centres undefined)	6	0.3	-1.2	-1.0	-2.4	6	-1.0	2.6	-2	-2.2	0
Cc1occc1C(=O)N/N=C/C=C/c1ccc(N(C)C)cc1	9	3.8*	0.3	2.2	2.5	i	1.0	12*	8	-19	-4
CCOc1cccc(-c2c(C(=O)N/N=C/c3cccnc3)nnn2-c2nonc2N)c1	-16	-2.0	-1.4	-2.0	1.0	1	-0.5	1.0	-2	-2.5	-2
Cc1cc(NC(=O)COc2ncnc3sc(C)c(C)c23)no1	-3	0.7	-1.4	-0.1	-2.7	0	-1.2	-1.3	2	-0.3	-3

This is a random part of the collection (roughly 7% active in at least one column).
